GSK3 alpha inh – blockers of GSK3A enzyme activity – biochemical, luminescence, cell-free homogeneous, HTS, primary screen; GSK-3 alpha kinase, ADP-Glo luminescence, 60 min; inhibition, % at 10 µM; hit rate 0.1% among 320,000; AID 2650, 2010;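 in the data active = inhibition above about 50%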;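 also: GST-tagged GSK-3 alpha with peptide substrate and 25 µM ATP; 0% = DMSO neutral wells and 100% = GW8510 positive control wells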
Target sequence (P49840 whole entry, looked up): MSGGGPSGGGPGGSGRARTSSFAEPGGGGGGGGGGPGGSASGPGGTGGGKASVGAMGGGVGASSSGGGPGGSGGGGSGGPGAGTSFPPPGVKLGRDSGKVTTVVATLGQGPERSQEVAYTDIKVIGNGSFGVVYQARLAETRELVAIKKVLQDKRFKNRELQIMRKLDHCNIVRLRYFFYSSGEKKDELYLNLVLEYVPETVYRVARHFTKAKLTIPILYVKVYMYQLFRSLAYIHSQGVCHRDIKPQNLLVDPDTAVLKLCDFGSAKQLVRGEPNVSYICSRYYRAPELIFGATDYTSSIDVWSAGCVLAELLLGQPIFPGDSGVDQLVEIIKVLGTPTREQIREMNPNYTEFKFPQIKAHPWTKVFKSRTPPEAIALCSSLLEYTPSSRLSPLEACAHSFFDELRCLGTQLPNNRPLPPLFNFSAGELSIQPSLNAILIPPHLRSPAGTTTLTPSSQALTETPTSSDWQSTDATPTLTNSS
* = called active by the depositor. The list is partial; the hit share may differ from the screen's.

| molecule | GSK3 alpha inh |
| --- | --- |
| COCCn1cnnc1SCC(=O)Nc1ccc(N2CCCCC2)cc1 | 2 |
| Cc1nc(SCC(=O)N(CC(C)C)C2CCS(=O)(=O)C2)c2ccccc2n1 (stereo not drawn) | 26 |
| COC(=O)c1ccc(-c2c(-c3ccccc3)ncc3cc(OC)c(OC)cc23)cc1 | 7 |
| COc1cccc(CNC(=O)c2ccc(NC(=O)CC3SC(N4CCCCC4)=NC3=O)cc2)c1 (stereo not drawn) | -1 |
| Cc1ccc(C(=O)NCC(=O)OCn2nnc3ccccc3c2=O)cc1 | -5 |
| CSCCC(NC(=O)COc1ccccc1)C(=O)N(C)CC(=O)Nc1ccc(C)cc1 (stereo not drawn) | -2 |
| CC(C)c1ccc(C2(C)NC(=O)N(CC(=O)NCC3COc4ccccc4O3)C2=O)cc1 (stereo not drawn) | 6 |
| Cc1ccc(CNC(=O)c2cc(-c3ccccc3C)nn2CC2CC(c3cccnc3)=NO2)cc1 (stereo not drawn) | -2 |
| Cc1ccsc1CNCc1cc(Cl)ccc1O | 0 |
| O=C(Nc1cc2c(cc1Br)OCCO2)c1ccc(=O)[nH]c1 | 0 |
| CCCCNC(=O)Cn1nc(C)c(S(=O)(=O)N2CCOCC2)c1C | -3 |
| O=C(OCC(=O)N1N=C(c2ccc(Cl)cc2)CC1c1ccco1)c1cncc(Br)c1 (stereo not drawn) | -1 |
| CC(=O)c1ccc(OCC(=O)N(C)CC(=O)Nc2ccc(N3CCOCC3)cc2)cc1 | 0 |
| CN(C)C1=NCCN1CCc1ccccc1 | -2 |
| CCn1cnc2c(Nc3cc(F)cc(F)c3)nc(C#N)nc21 | 4 |
| O=C(OCC(=O)N1CCCC1)c1cc(=O)c2ccccc2o1 | 2 |
| CC(C)c1ccc(NC(=O)CCCN2C(=O)NC(C)(C)C2=O)cc1 | -1 |
| COc1ccc(C(C)(C)C)cc1NC(=O)c1ccccc1-n1cnnn1 | -2 |
| CC(Oc1ccc(F)cc1)C(=O)Nc1ccc(S(=O)(=O)NC2=NCCCCC2)cc1 (stereo not drawn) | -2 |
| O=C(O)c1cccc2sc3cc(Cl)ccc3c(=O)c12 | -3 |
| COc1ccc(NC(=O)CSCC(=O)Nc2ccc(S(=O)(=O)N3CCOCC3)cc2)cc1 | -28 |
| c1ccc2c(C[C@@H]3CNCCN3CCC34CC5CC(CC(C5)C3)C4)cccc2c1 | -2 |
| CC(C)(C)CNC(=O)c1cccc2c1C(=O)c1ccc(N3CCCC3)cc1S2(=O)=O | 0 |
| COc1cc2sc3ccc(-c4ccc(CN5CCOCC5)cc4)cc3c(=O)c2cc1OC | -2 |
| Cc1ccc([C@H]2C(C(=O)O)=CC[C@@H](c3cccc(C)c3)N2S(=O)(=O)c2ccc(C)cc2)cc1 | -6 |
| OC1CCCC1 | -2 |
| CN(CC(=O)Nc1cccc(F)c1)C(=O)c1cc(=O)[nH]c2ccccc12 | -27 |
| O=C(Nc1ccc(NC(=O)c2ccccc2F)cc1)c1cccs1 | -5 |
| NC(=O)Nc1ccc(C(=O)OCC(=O)NC2CCCc3ccccc32)cc1 (stereo not drawn) | -2 |
| CCc1ccc2c(CC(=O)NNC(=O)c3ccncc3)coc2c1 | 1 |
| O=C1[C@@H]2C3C=CC(O3)[C@@H]2C(=O)N1c1ccccc1 | -1 |
| CCOC(=O)Cc1csc(NC(=O)COC(=O)/C=C/c2ccc(OC)cc2)n1 | -2 |
| O=S(=O)(c1ccc(SCCOc2ccc(F)cc2)nc1)N1CCCC1 | 1 |
| CCOc1ncccc1C(=O)N1CCN(S(=O)(=O)c2cccs2)CC1 | -1 |
| O=C(CN1CCN(c2ccc(O)cc2)CC1)Nc1ccc2c(c1)OCCCO2 | -2 |
| C[C@@H]1CN([C@H](C)CO)C(=O)c2cc(NC(=O)Cc3cn(C)c4ccccc34)ccc2O[C@H]1CN(C)C(=O)Nc1ccc2c(c1)OCO2 | 1 |
| COc1ccc(S(=O)(=O)N2CCCCC2)cc1NC(=O)CCCOc1ccc(C)cc1 | 0 |
| CCCn1c(SCC(=O)Nc2cc(C)on2)n[nH]c1=O | -1 |
| O=C(COC(=O)c1ccc(Cl)nc1)NCCc1ccc(Cl)cc1 | 6 |
| O=C(CSc1ncnc2sccc12)N1CCCCC1 | -4 |

Individual results from the results shown:
`CCOC(=O)Cc1csc(NC(=O)COC(=O)/C=C/c2ccc(OC)cc2)n1` | GSK3 alpha inh = -2
`CCCn1c(SCC(=O)Nc2cc(C)on2)n[nH]c1=O` | GSK3 alpha inh = -1

Further records:
| molecule | GSK3 alpha inh |
| --- | --- |
| COc1cccc(OC)c1C(=O)OCC(=O)N(c1ccccc1)C1CCCCC1 | 1 |
| CC1(c2ccccc2Cl)NC(=O)N(CC(=O)N2c3ccccc3NC(=O)C2(C)C)C1=O (stereo not drawn) | -8 |
| CCc1cc(C(=O)NCC(c2ccco2)N2CCCCC2)sc1C (stereo not drawn) | 0 |
| Nc1nc(N(Cc2ccccc2)Cc2ccccc2)nc(C(F)(F)F)n1 | -1 |
| COc1ccccc1NS(=O)(=O)c1cc(NC(=O)Cc2n[nH]c(=O)c3ccccc23)ccc1Cl | -2 |
| Cc1ccc(C)c(OCCC(=O)Nc2cccc(S(=O)(=O)N3CCCCC3)c2)c1 | -5 |
| O=C(Cc1ccc(Cl)cc1)SCc1ccccc1 | -3 |
| Cc1ccc(NC(=O)c2ccc(S(=O)(=O)N3CCCCC3)cc2)nc1 | 3 |
| CCCCCCCN1C(N(C)C)=NC[C@@H]1Cc1ccccc1 | 1 |
| CC1CN(S(=O)(=O)c2cccc(C(=O)NCCc3ccc(S(N)(=O)=O)cc3)c2)CC(C)O1 (stereo not drawn) | -7 |
| CCCCN1CC(=O)N2[C@H]3c4cc(Br)ccc4OC[C@@H]3[C@H](C(=O)OCC)[C@]2(C)C1=O | -2 |
| COc1cccc(NC(=O)CN(C)C(=O)c2c(C)nn(-c3ccccc3)c2Cl)c1 | -4 |
| Nc1ccn(CC(=O)NCc2ccccc2)c(=O)n1 | -2 |
| O=C(Nc1ccon1)c1nc[nH]c1C(=O)N1CCc2ccccc2C1 | 1 |
| C[C@@H](NC(=O)c1nc[nH]c1C(=O)NCc1ccccc1)c1ccccc1 | -1 |
| CN(C(=O)COC(=O)c1cccc(S(=O)(=O)N(C)c2ccccc2)c1)C1CCCCC1 | -3 |
| C[C@@]12C(=O)N(Cc3ccc(F)cc3)CC(=O)N1[C@H]1c3cc(Cl)ccc3OC[C@@H]1[C@@H]2c1ccccc1 | -2 |
| C[C@H]1CN([C@@H](C)CO)C(=O)Cc2cc(NC(=O)Cn3cnnn3)ccc2O[C@H]1CN(C)Cc1ccncc1 | 0 |
| CC1Cc2ccccc2N1S(=O)(=O)c1cccc(C(=O)OCC(=O)N2CCOCC2)c1 (stereo not drawn) | 0 |
| COc1cccc(NC(=O)COC(=O)CCSc2ccccc2)c1 | -1 |

Sorted by SMILES length (lowest first): part of the list above.
| molecule | GSK3 alpha inh |
| --- | --- |
| Nc1ccn(CC(=O)NCc2ccccc2)c(=O)n1 | -2 |
| CCCCCCCN1C(N(C)C)=NC[C@@H]1Cc1ccccc1 | 1 |
| O=C(Nc1ccon1)c1nc[nH]c1C(=O)N1CCc2ccccc2C1 | 1 |
| Cc1ccc(NC(=O)c2ccc(S(=O)(=O)N3CCCCC3)cc2)nc1 | 3 |
| CC1(c2ccccc2Cl)NC(=O)N(CC(=O)N2c3ccccc3NC(=O)C2(C)C)C1=O (stereo not drawn) | -8 |
| COc1ccccc1NS(=O)(=O)c1cc(NC(=O)Cc2n[nH]c(=O)c3ccccc23)ccc1Cl | -2 |
| C[C@@]12C(=O)N(Cc3ccc(F)cc3)CC(=O)N1[C@H]1c3cc(Cl)ccc3OC[C@@H]1[C@@H]2c1ccccc1 | -2 |

Next entries.
| molecule | GSK3 alpha inh |
| --- | --- |
| O=C(COC(=O)c1ccc([N+](=O)[O-])o1)NCc1ccccc1 | 3 |
| O=C(Nc1ccccc1C(=O)Nc1ccc(Br)cn1)c1ccccc1Cl | -1 |
| O=c1[nH]c2cc(C(F)(F)F)ccc2n1-c1cc(C(F)(F)F)ccc1O | -6 |
| N#Cc1ccc(NC(=O)C2=COCCO2)cc1 | -2 |
| COCCn1c(SCC(=O)Nc2c(C)n(C)n(-c3ccccc3)c2=O)nnc1-c1ccncc1 | 15 |
| COc1cc(OC)cc(C(=O)NCC(=O)NCCN2C(=O)S/C(=C\c3ccccc3Cl)C2=O)c1 | -4 |
| Cc1ccc(C(=O)CCC(=O)Nc2cc(C)ccn2)cc1 | 0 |
| COc1cccc(NC(=O)CSc2nnc(C3CCCCC3)n2N)c1 | 0 |
| Cc1cccc(C(=O)OCC(=O)N2CCCC2=O)c1O | 4 |
| NC(=O)COc1ccc(/C=C2\C(=O)ON=C2c2ccccc2)cc1 | 0 |
| Cc1ccc(CNC(=O)CCn2cc(-c3ccc(C)cc3)nc2CCN)cc1 | 6 |
| Cc1ccc(S(=O)(=O)N2CCOCC2)cc1NC(=O)COc1ccc(C(=O)c2ccccc2)cc1 | -3 |
| CC(=O)Nc1ccc(S[C@@H](CCN2CC[C@H](O)CCC2=O)c2ccccc2)cc1 | -2 |
| CC(NC(=O)CN(C)S(=O)(=O)c1ccc(F)cc1)C1CC2CCC1C2 (stereo not drawn) | 0 |
| COc1ccc(C(CNC(=O)CNC(=O)c2ccccc2)N2CCCC2)cc1 (stereo not drawn) | 2 |
| Cc1cc(NC(=O)CN2C(=O)NC3(CCCCCC3)C2=O)ccc1Br | -1 |
| CC[C@@H](C)[C@@H]1CN([C@@H](C)CN2CCC[C@H]2CN2C(N)=NC[C@H]2CC(C)C)C(=N)N1CCc1ccc(Cl)c(Cl)c1 | 11 |
| CCN(CC(=O)Nc1cccc(OC)c1)C(=O)c1cccc(S(=O)(=O)N2CCc3ccccc32)c1 | -5 |
| Nc1nc(SCC(=O)N2CCN(c3ccc(F)cc3)CC2)n[nH]1 | -4 |
| Cc1cc(C)cc(N2C(=O)CC(c3ccccc3)CC2=O)c1 | -3 |
| Cc1ccc(C(=O)OCC(=O)N2CCC(c3ccccc3)=N2)cc1 | -4 |
| COc1ccc(C(=O)NCC(=O)N2CCN(C(=O)c3ccco3)CC2)cc1[N+](=O)[O-] | -3 |
| COc1cccc(NC(=O)CN(C)C(=O)c2ccc(S(=O)(=O)Nc3ccccc3C)cc2)c1 | -2 |
| COc1ccc(-c2sc3ccc(OC)cc3c2-c2ccc(OC)c(F)c2)cc1 | 0 |
| COc1cccc(NC(=O)CN(C)C(=O)c2cccc(NS(=O)(=O)c3ccccc3)c2)c1 | 3 |
| Cc1nn(CC(=O)N2CCN(S(=O)(=O)c3ccccc3)CC2)c(C)c1[N+](=O)[O-] | -1 |
| NC(=O)c1ccc(NC(=O)CNC(=O)c2sc3ccccc3c2Cl)cc1 | -3 |
| CC1CCCC(NC(=O)CSc2ncnc3ccccc23)C1C (stereo not drawn) | -2 |
| CC1CN(C(=O)CNC(=O)COc2ccccc2)CC(C)O1 (stereo not drawn) | 4 |
| CSc1ccc(Cl)c(C(=O)N2CCN(CC(=O)N3CCCC3)CC2)c1 | -3 |
| CCOC(=O)C1CCCN(C(=O)c2ccc3ncsc3c2)C1 (stereo not drawn) | 5 |
| Cc1cnc(C(=O)OCC(=O)NCc2cccc(Cl)c2)cn1 | -2 |
| O=C(COC(=O)c1ccc2ncsc2c1)NCc1cccc(Cl)c1 | -1 |
| COc1cc(/C=C/C(=O)OCC(=O)NC(=O)C2COc3ccccc3O2)ccc1OC(F)F (stereo not drawn) | 4 |
| Cn1c(N)c(C(=O)COC(=O)/C=C/c2cccc(Cl)c2)c(=O)n(C)c1=O | 1 |
| O=c1c2ccccc2ccc2ccc(P(=O)(O)O)cc12 | -2 |
| CCOC(=O)C1CCCN(C(=O)COc2ccc(C(=O)c3ccc(F)cc3)cc2)C1 (stereo not drawn) | -3 |
| CC(OC(=O)CN1C(=O)NC2(CCCCC2C)C1=O)c1ccccc1 (stereo not drawn) | 1 |
| COc1cc(Br)c(CC(=O)NNC(=O)c2ccc(F)cc2)cc1OC | -2 |
| C[C@@H](NC(=O)c1[nH]cnc1C(=O)Nc1ccccc1)c1ccccc1 | 0 |

Grouped by structure, those above with a CF3 group.
| molecule | GSK3 alpha inh |
| --- | --- |
| Nc1nc(N(Cc2ccccc2)Cc2ccccc2)nc(C(F)(F)F)n1 | -1 |
| O=c1[nH]c2cc(C(F)(F)F)ccc2n1-c1cc(C(F)(F)F)ccc1O | -6 |

Next compounds.
| molecule | GSK3 alpha inh |
| --- | --- |
| Cc1ccc(S(=O)(=O)NCCC(=O)N2CCN(C/C=C/c3ccccc3)CC2)cc1 | -1 |
| COc1ccc(S(=O)(=O)N(C)C)cc1NC(=O)c1ccc2c(c1)NC(=O)C(C)S2 (stereo not drawn) | -5 |
| COc1ccc(NS(=O)(=O)c2ccc(N3CCCCC3)c(NC(=O)C(C)NC(N)=O)c2)cc1 (stereo not drawn) | -1 |
| Cc1cc(=O)oc2cc(OC(C)C(=O)Nc3ccc(C(N)=O)cc3)ccc12 (stereo not drawn) | 6 |
| Nc1c(C(=O)CSc2ccccn2)c(=O)[nH]c(=O)n1C1CC1 | -6 |
| Cn1cncc1C#Cc1ccc2cc(C(C)(C)O)oc(=O)c2c1 | -3 |
| COc1cc(C)c(NC(=O)c2cc(C3CC3)nc3c2cnn3C(C)C)cc1OC | 0 |
| COc1ccc(C(=O)COC(=O)c2cccs2)cc1 | 4 |
| O=C(CSc1nnc(C2CC2)n1C1CC1)Nc1cccc(Br)c1 | -1 |
| Cc1noc(C)c1COc1ccc(C(=O)NCc2cccs2)cc1 | -1 |
| C[C@H]1CN([C@@H](C)CO)C(=O)Cc2cc(NC(=O)CCC(F)(F)F)ccc2O[C@H]1CN(C)Cc1ccc(-c2ccccc2)cc1 | -1 |
| COc1cc2cc(CCCOC(=O)c3ccc(F)cc3)oc(=O)c2cc1OC | -2 |
| O=C(OCC(=O)N(Cc1ccccc1)Cc1ccccc1)c1ccccc1O | -3 |
| Cc1cc(F)ccc1S(=O)(=O)N(CC(=O)N1CCOCC1)CC(=O)N1CCOCC1 | 0 |
| O=C(Nc1ccc(F)c(Cl)c1)C1CCCCC1 | 0 |
| CC(C)(C)[C@H]1COC(=O)[C@H](NC(=O)OCC2c3ccccc3-c3ccccc32)C/C=C\C[C@@H](CC(=O)N(CCO)Cc2ccccc2)C(=O)N1 | 4 |
| CC(=O)c1cccc(S(=O)(=O)N2CCC(C(=O)OC3CCOC3=O)CC2)c1 (stereo not drawn) | 0 |
